High-throughput results: PubChem, several laboratories
AddAB inh = less growth of phage-infected E. coli with AddAB. E. coli expressing H. pylori AddAB, absorbance growth. inhibition, % at 11.9 µM. 330,000 tested, 0.29% active. AID 435030; in the data active means inhibition above about 12%;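 further: 0% = vehicle wells of infected cells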
MOR-DOR ag = agonists of human mu-delta opioid receptor heterodimerization | 340,000 tested, 0.3% active | P35372+P41143 | AID 504326 | activation, % at 9.3 µM | cells, OPRM1-OPRD1 heterodimerization, luminescence; in the data active means activation above about 18%;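 further: 0% = vehicle-treated cells and 100% = reference agonist; values of inactives mirror those of a sister screen read the other way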
Target sequence (P35372 whole entry, looked up): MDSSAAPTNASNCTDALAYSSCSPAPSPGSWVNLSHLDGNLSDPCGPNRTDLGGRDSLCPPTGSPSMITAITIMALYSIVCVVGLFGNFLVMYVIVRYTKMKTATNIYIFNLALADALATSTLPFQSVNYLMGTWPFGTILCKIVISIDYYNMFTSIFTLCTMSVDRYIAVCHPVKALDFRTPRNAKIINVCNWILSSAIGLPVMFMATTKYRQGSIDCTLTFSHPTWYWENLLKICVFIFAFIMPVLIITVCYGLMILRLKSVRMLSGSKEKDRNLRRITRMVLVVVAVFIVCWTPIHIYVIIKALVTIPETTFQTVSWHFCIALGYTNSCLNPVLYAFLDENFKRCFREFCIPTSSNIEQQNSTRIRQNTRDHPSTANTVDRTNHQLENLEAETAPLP
Target sequence (P41143 whole entry, looked up): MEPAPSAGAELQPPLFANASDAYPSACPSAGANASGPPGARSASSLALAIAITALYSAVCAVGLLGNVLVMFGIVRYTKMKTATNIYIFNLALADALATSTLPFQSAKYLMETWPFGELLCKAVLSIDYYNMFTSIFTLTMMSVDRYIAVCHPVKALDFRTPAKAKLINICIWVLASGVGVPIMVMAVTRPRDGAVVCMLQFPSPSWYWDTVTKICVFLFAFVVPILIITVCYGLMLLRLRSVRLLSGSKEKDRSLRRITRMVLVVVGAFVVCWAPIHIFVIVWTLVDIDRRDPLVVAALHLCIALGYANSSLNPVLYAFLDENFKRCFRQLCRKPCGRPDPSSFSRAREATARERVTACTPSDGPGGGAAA
Ecoli viability = reduces bacterial viability in AddAB counter-screen; AID 449728; inhibition, % at 11.9 µM; E. coli V3065 growth, OD600 absorbance, 18 h; 330,000 tested, 0.27% active;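 active means inhibition above the campaign's mean inhibition across all tested compounds plus 3 SD, cut at about 9.9% in these data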;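 further: uninfected addAB+ strain grown without phage in ampicillin broth; 0% = DMSO wells and 100% = ciprofloxacin 0.95 µg/ml wells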
HTR5A inv ag = inverse agonist of human HTR5A in OPRM1-OPRD1 counter-screen | inhibition, % at 9.3 µM | P47898 | HTR5A cell line, luminescence, inverse agonism | AID 504634 | 340,000 tested, 0.083% active; in the data active means inhibition mostly above about 23%, no sharp cut-off; inactive means mostly below about 18%;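 further: 0% = cells with DMSO and 100% = no-cell wells with DMSO; some compounds called inactive have numbers as strong as hits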
Tat export inh = blocks Tat-dependent protein export in E. coli | E. coli MC4100 TorA-mCherry Tat export, fluorescence | inhibition, % at 10 µM | 340,000 tested, 0.036% active;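 active means mean replicate inhibition at least 50% and at least half of replicates individually reaching 50%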;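 further: exported cargo escapes ClpAP degradation while cytoplasmic cargo is degraded and loses fluorescence; 0% = median of neutral control wells and 100% = median of NaSCN control wells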
PKA-R2B activ = activators of human PKA-R2B complex | PKA-R2B holoenzyme dissociation, Cy5-IP20 fluorescence polarization; R2B truncated from residue 108, S112A mutant; 0% DMSO only, 100% 113 µM cGMP | activation, % at 11.4 µM | 340,000 tested, 0.079% active | AID 504700;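 active means activation above a cutoff set at the mean over all compounds plus 3 SD, cut at about 18% in these data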;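 further: higher means more holoenzyme dissociation and a rise in polarization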
Mot1-301 SUMO = blocks SUMOylation pathway, rescuing yeast Mot1-301 growth | 320,000 tested, 1% active | growth rescue, % at 18.8 µM | S. cerevisiae Mot1-301 growth rescue, ATP luminescence, 38.5C; percent above DMSO median, 100 means doubled;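 active means every valid replicate shows activation above 250% relative to neutral control wells; inactive means the rest, any valid replicate at or below 250%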;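 further: OY570 slx delta 5 strain wells were the positive control but not used for scaling; some compounds called inactive have numbers as strong as hits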
OPRM1-OPRD1 inv = inverse agonist of human OPRM1-OPRD1 heterodimerization; AID 504357; inhibition, % at 9.3 µM; 340,000 tested, 0.21% active; P35372+P41143; cell-based MOR-DOR heterodimer luminescence, inverse agonism; in the data active means inhibition above about 22%, passing the limit was not always enough;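 further: 0% = cells with DMSO and 100% = wells without cells with DMSO; values of inactives mirror those of a sister screen read the other way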
PfHsp90 set2 = growth inhibition of yeast expressing Plasmodium Hsp90; inhibition, % at 9.4 µM; AID 504621; 310,000 tested, 0.32% active; S. cerevisiae expressing PfHsp90, BacTiter-Glo ATP, 48 h; yeast lacking PDR1 and PDR3 efflux regulators;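 active means every replicate shows inhibition above about 80%, whatever the replicate mean, limit read from the data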;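 further: 0% = DMSO neutral controls and 100% = 20 µM radicicol positive controls; yeast relying on Plasmodium falciparum Hsp90 in place of its own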
PKA-R1A act = activates the PKA-R1A holoenzyme complex; P00514+P68181; PKA-R1A dissociation, Cy5-IP20 fluorescence polarization; scaled: DMSO 0%, 113 µM cGMP 100%; activation, % at 11.4 µM; 340,000 tested, 0.083% active; AID 504707;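 active means percent activation above the mean of all tested compounds plus 3 SD, cut at about 19% in these data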;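 further: higher means more PKAc released from R1A so a rise in polarization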
phage Ecoli inh = E. coli growth loss with phage present; growth absorbance; inhibition, % at 11.9 µM; 360,000 tested, 0.26% active; in the data active means inhibition above about 11%
Active calls of the source: *; · = not tested or not shown.

SMILES	AddAB inh	MOR-DOR ag	Ecoli viability	HTR5A inv ag	Tat export inh	PKA-R2B activ	Mot1-301 SUMO	OPRM1-OPRD1 inv	PfHsp90 set2	PKA-R1A act	phage Ecoli inh
Cn1nccc1C(=O)NC1CCCc2c1cnn2-c1cc(F)cc(F)c1 (centres undefined)	2.5	-1.6	-1.4	0	-5	-1	104	8	6	-14	2.8
CCOCCCNC(=O)c1cn2c3c(ccc(Cl)c3c1=O)OC(C)C2 (centres undefined)	·	-0.5	·	0	3	0	·	2	0	7	0.2
CCN(CC)S(=O)(=O)c1cccc(C(=O)NCC2(N3CCOCC3)CCCCC2)c1	·	-2.1	·	14	-2	8	·	10	6	-2	-0.8
CC(C)Oc1ccc(Cl)cc1Nc1nc(NCCO)nc(N2CCCC2)n1	-1.6	-0.8	-2.1	-7	27	-3	7	4	-30	4	0.0
O=C(Cn1cc(C(F)(F)F)ccc1=O)Nc1ccc(N2CCOCC2)cc1	5.8	-2.9	-0.6	-4	0	6	42	14	·	-5	2.0
CC(C)(CO)Cc1cc(C(C)(C)C)c(O)c(C(C)(C)C)c1	3.1	5.0	-0.7	-13	-2	-11	15	-28	-25	-10	2.2
CC(C)(C)c1ccc(-c2nnc(SCC(=O)Nc3sc4c(c3C#N)CCCC4)o2)cc1	2.0	-1.0	-2.8	13	2	-8	-20	5	12	-5	2.3
O=C(C(Cc1ccccc1)n1cccc1)N1CCN(c2cccc(Cl)c2)CC1 (centres undefined)	-2.6	4.5	2.9	-4	11	-3	200	-25	2	-17	2.2
O=C(O)c1cccc(S(=O)(=O)N2CCSCC2)c1	1.9	-0.5	0.1	-17	29	0	130	2	·	-20	1.9
Cc1ccc(S(=O)(=O)CCC(=O)NCCN2C(=O)S/C(=C\c3ccccc3)C2=O)cc1	2.9	-1.0	-0.7	0	9	-1	13	5	-6	-5	-2.2
CCn1c(SCc2nc3cc(OC)c(OC)cc3c(=O)[nH]2)nc2ccccc21	1.6	-1.9	-0.7	3	-3	4	-3	9	·	-11	1.8
Cc1nc2ccc(S(=O)(=O)NCC(=O)N3CCN(c4ccccc4)CC3)cc2s1	0.6	0.1	-0.2	-21	-10	5	0	-1	15	-3	0.7
NC(=O)C1CCN(C(=O)CN(c2ccc3c(c2)OCCO3)S(=O)(=O)c2ccccc2)CC1	1.8	-1.4	1.8	-9	-12	-9	-15	9	6	2	5.5
CCN(CC)C(=O)CSc1nc(-c2ccco2)cc(C(F)(F)F)c1C#N	1.2	-0.8	1.4	-8	0	5	3	5	-12	-5	0.1
Cc1c(Cl)cccc1NC(=O)c1ncn[nH]1	3.0	-1.1	-0.5	-5	-12	-12	8	6	14	-8	-1.1
COc1cc(/C=N/NC(=O)c2cccc(S(=O)(=O)N3CCOCC3)c2)cc(OC)c1O	1.6	-1.5	-1.3	-13	-6	-8	-8	8	-14	1	0.5
Cc1cc(C(=O)OC(C)C(=O)NC2CCCCC2)c(C)o1 (centres undefined)	2.5	-5.7	-0.3	18	-2	4	-17	22	-14	-3	0.5
Cn1cnnc1SCC(=O)Nc1cccc(S(=O)(=O)N2CCCCCC2)c1	3.6	-1.7	0.2	-25	-8	-9	·	9	0	-7	1.5
CC(C)n1nnnc1SCC(=O)N1CCOCC1	1.6	-1.4	0.4	-16	3	-12	1	8	-3	3	1.8
C/C=C/C=C/C(=O)[C@@H]1[C@@H]([C@]2(C)OC(=O)C(C)=C2O)[C@H]2/C(=C(O)/C=C/C=C/C)C(=O)[C@]1(C)C(=O)C2(C)O (some centres undefined)	3.2	-2.9	-1.7	13	0	-2	2	15	4	5	0.3
O=C(NCCCc1ccccc1)c1cccc(NC(=O)C2CCCC2)c1	·	-1.9	·	4	4	-11	·	9	8	0	5.8
COC(=O)c1sccc1NC(=O)/C=C/c1ccc(Cl)cc1Cl	5.1	-0.7	-0.2	-30	4	4	-19	4	-12	0	3.3
CS(=O)(=O)Cc1ccc(C(=O)N(CCc2ccccc2)Cc2ccccc2)cc1	2.2	0.0	0.8	-15	-1	5	1	0	-2	-6	5.5
Cc1cccc2cc(CNC3CCCC3)c(Cl)nc12	5.7	-0.4	3.5	-7	4	-9	164	2	-61	12	8.4
O=C(CN1CCOCC1)Nc1nc(-c2ccc3c(c2)CCN3S(=O)(=O)c2ccccc2)cs1	-2.2	0.1	-1.4	17	3	-10	10	0	3	3	0.4
O=C(CSc1nnc(CNC(=O)c2ccccc2)o1)NCc1ccco1	3.9	-4.1	0.2	-11	-9	3	800*	21	12	-3	2.8
Fc1ccc(-c2nc3ccncc3[nH]2)cc1	-0.2	5.2	-0.5	-5	2	-1	4	-30	·	-12	1.6
COc1ccc2c(c1)C1(Nc3ccccc3C(=O)N1c1ccccc1)C(=O)N2 (centres undefined)	1.7	1.4	0.3	3	-6	-3	5	-9	-16	4	1.3
CCOC(=O)N1CCN(C(=O)c2cc3c(=O)n4cccc(C)c4nc3s2)CC1	0.7	-3.9	-0.4	-14	6	-3	0	20	-12	-6	2.3
O=C(O)CCCC(=O)Nc1ccn(-c2ccccc2)n1	2.2	-1.8	-0.6	-27	-2	-13	3	9	-4	-13	-0.2
CC(C)(C)C1CCc2c(C(=O)NNC(=O)/C=C/C(=O)O)csc2C1 (centres undefined)	1.7	-0.7	-3.8	6	-6	-4	20	3	5	-4	1.2
COc1ccc(N2CCN(Cc3nc(Cc4cccc(F)c4)no3)C(C)C2)cc1 (centres undefined)	-0.8	0.8	0.5	1	1	3	-25	-4	10	2	2.4
Cn1cnc2c1c(=O)[nH]c(=O)n2Cc1ccccc1	-0.2	-2.9	-1.2	-6	4	0	17	13	-7	1	1.8
COc1ccccc1-n1c(SC)nc(O)cc1=O	0.7	-0.2	-1.0	6	4	-5	12	1	1	-4	0.3
CCCCCCn1c(-c2ccco2)nc2oc3cc(OC)ccc3c(=O)c2c1=O	-1.0	-1.4	-1.8	2	-10	-4	1	7	-6	-12	2.2
COc1nccnc1NS(=O)(=O)c1ccc(NC(=S)NC(=O)c2cccc(F)c2)cc1	2.3	-1.3	3.0	1	-1	5	162	8	-7	-11	3.4
CCn1c(=O)cc(SCC(=O)NCCC2=CCCCC2)c2ccccc21	1.5	-1.9	-0.5	7	7	-5	10	12	-31	1	2.6
COc1ccccc1N1CCN(C(=O)c2cccc(S(=O)(=O)NCc3cccnc3)c2)CC1	-2.0	-0.3	-0.7	-8	-2	-4	-8	1	26	-2	2.1
COc1ccccc1/C=C/C(=O)OCC(=O)NC1CCCCCCC1	0.5	1.1	-0.3	2	15	-15	-8	-4	3	-9	1.8
CC(C)CC(=O)Nc1ccc([N+](=O)[O-])cc1Cl	3.4	0.3	0.5	-38	-1	5	-17	-2	-6	6	1.9
O=C(CCNS(=O)(=O)c1cccc2nsnc12)N1CC(=O)N(CCc2ccccc2)C(=O)C1	1.1	-2.2	-3.4	6	-8	14	-5	11	-32	14	4.3
COC(=O)c1ccc(COC(=O)c2ccc(-n3cnnn3)cc2)o1	6.2	-3.0	2.5	7	-6	3	38	15	5	-5	3.3
COc1cccc(-c2nnc(SCC(=O)OC(C)C)n2Cc2ccco2)c1	0.8	-2.6	-0.3	8	-9	-3	9	12	20	-13	1.4
Cc1ccnc(NC(=O)COC(=O)c2ccc(F)cc2F)n1	0.7	1.5	2.6	1	0	-3	12	-8	10	-6	2.6
COc1ccc(C(C(=O)NC2CCCCC2)N(C(=O)c2ccccn2)c2cccnc2)cc1 (centres undefined)	-0.1	-1.8	-0.4	-5	2	-8	·	10	6	5	3.1
CC(C)C(C(=O)NC1=NCCS1)c1ccc(Cl)cc1 (centres undefined)	3.1	1.2	-1.3	16	-4	-5	-21	-7	·	3	0.5
COc1ccc(C(c2nnnn2Cc2cccs2)N2CCN(c3ccccc3)CC2)cc1OC (centres undefined)	5.1	-1.1	2.6	-23	32	4	-4	7	-1	5	0.5
COc1cc(OC)cc(C(=O)OCC(=O)c2ccc(S(=O)(=O)N3CCCCC3)cc2)c1	-0.8	-1.6	2.3	-17	-2	1	13	6	12	6	-1.2
O=C(NCCN1C(=O)S/C(=C\c2ccc(Cl)c([N+](=O)[O-])c2)C1=O)C1=COCCO1	0.9	1.5	0.3	-6	1	-6	4	-10	-11	-13	2.7
Nc1ccccc1Sc1cc(Cl)nnc1Cl	2.1	0.0	2.7	-1	-2	0	9	0	24	7	-0.1
O=c1c2ccccc2nc2n1CCCN2	5.3	-3.0	3.2	10	-1	-10	70	14	-38	6	3.0
CCN1CCN(C(=O)CN(c2ccc(C)cc2)S(C)(=O)=O)CC1	1.0	-1.9	-1.3	-1	-11	-1	-20	12	9	-11	1.1
Cc1cccc(COc2coc(CN3CCN(C(=O)c4ccco4)CC3)cc2=O)c1	0.7	-2.8	0.9	8	2	3	113	16	-5	1	-0.1
O=C(Cn1nnc2ccccc2c1=O)Nc1ccc(S(=O)(=O)N2CCOCC2)cc1	3.3	-0.8	-1.9	-5	-3	-6	-6	4	1	-1	3.1
O=C(c1cc(S(=O)(=O)N2CCOCC2)c(Cl)cc1Cl)N1CCN(S(=O)(=O)c2cccc(F)c2)CC1	-2.0	0.1	-1.1	13	-2	-2	0	-1	·	-6	1.5

Single records (already shown). Values in the order: AddAB inh, MOR-DOR ag, Ecoli viability, HTR5A inv ag, Tat export inh, PKA-R2B activ, Mot1-301 SUMO, OPRM1-OPRD1 inv, PfHsp90 set2, PKA-R1A act, phage Ecoli inh
Shown for `Cn1nccc1C(=O)NC1CCCc2c1cnn2-c1cc(F)cc(F)c1` (centres undefined) → 2.5, -1.6, -1.4, 0, -5, -1, 104, 8, 6, -14, 2.8
Shown for `COc1ccc(N2CCN(Cc3nc(Cc4cccc(F)c4)no3)C(C)C2)cc1` (centres undefined) → -0.8, 0.8, 0.5, 1, 1, 3, -25, -4, 10, 2, 2.4
Shown for `O=C(CN1CCOCC1)Nc1nc(-c2ccc3c(c2)CCN3S(=O)(=O)c2ccccc2)cs1` → -2.2, 0.1, -1.4, 17, 3, -10, 10, 0, 3, 3, 0.4
Shown for `COC(=O)c1ccc(COC(=O)c2ccc(-n3cnnn3)cc2)o1` → 6.2, -3.0, 2.5, 7, -6, 3, 38, 15, 5, -5, 3.3
Shown for `CCN(CC)C(=O)CSc1nc(-c2ccco2)cc(C(F)(F)F)c1C#N` → 1.2, -0.8, 1.4, -8, 0, 5, 3, 5, -12, -5, 0.1

Rows were taken by chance (roughly 2.2% active in at least one column).
